# Assay outcomes: PubChem, several laboratories
# Dynein cargo inh: dynein cargo transport inhibition; actives 0.47% (n = 220,000); AID 1381; 3617.4 mouse cells, GR-EGFP nuclear translocation imaging; test concentration mostly 20 µM; stimulated with dexamethasone, 1 µM; hits give low values; z-score, hits read low;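 active = plate z-score of nuclear minus cytoplasmic receptor signal below a set negative limit, without overly bright fluorescence or cell loss, cut at about -3.5 in these data, passing the limit was not always enough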;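 also: z-score of nuclear minus cytoplasmic ring GR-EGFP intensity difference per well; some compounds called inactive have numbers as strong as hits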
#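 Also added: dexamethasone, 1.0 µM final. Medium: tet-free, stripped-serum medium. Detection: fixed, Hoechst-stained cells imaged at 10x for EGFP. Read-out: nuclear-to-cytoplasmic GR-EGFP distribution per well. Times: induction 48 h, compound 1 h, agonist 30 min.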
# Myeloid diff MLP: myeloid differentiation induction; calls only at 10 µM; ER-HoxA9 myeloid progenitors, lysozyme-GFP differentiation, flow cytometry; AID 624256; actives 1% (n = 360,000);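 active = normalized GFP-positive differentiation at or above the plate's own cutoff, the solvent-only control mean plus 3 SD; inconclusive = no clear call, values can overlap the other calls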;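 also: cells exposed to compound for four days before flow analysis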
# TNAP activators: human TNAP enzyme activators, primary screen, biochemical, luminescent, no phosphate acceptor, uHTS (AID 1001); activation fold at 20 µM, or EC50 in µM where a hit was titrated; purified TNAP, luminescent activation assay, no phosphate acceptor; higher activation fold means a stronger effect; actives 0.03% (n = 200,000); in the data active = activation fold from about 3, or a potency from the dose series; inactive = the rest, 99 in 100 with activation fold below about 1.6; also: many of its hits are not listed in these tables
# human PMI inhibition: MPI enzyme activity inhibition – biochemical, fluorescence intensity, coupled assay, primary screen (AID 1209); purified PMI enzyme, coupled fluorescence intensity; higher % means a stronger effect; one-dose inhibition, % at 20 µM; IC50 in µM for titrated hits; actives 0.42% (n = 190,000); in the data active = inhibition above about 50%;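 also: plate controls were DMSO vehicle for no effect and wells lacking substrate for full effect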
# Ins promoter up: MIN6 insulin promoter up-regulation | actives 0.3% (n = 190,000) | z-score at 5 µM | AID 1625 | MIN6 insulin promoter-GFP reporter, high-content imaging; hits give high values;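 active = z-score above 3 at 5 µM with at least 500 cells counted in the well; inconclusive = wells under 500 cells, flagged as cytotoxic or low count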
# T cell modulator: modulates CD8 T cell binding to vesicles; calls only at 7 µM; actives 0.068% (n = 330,000); 2C CD8+ T cell-vesicle binding, flow cytometry; hits give low values;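 active = response, share of CD8 T cells binding vesicles, and their 90th percentile fluorescence all below set limits, cut at about 80% in these data, passing the limit was not always enough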
#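 Also added: QL9-peptide-loaded Drosophila micro-vesicles bearing Ld, ICAM-1 and B7-1; Test system: purified 2C TCR transgenic mouse naive CD8+ T cells; Measured by: cytometric PE anti-B7-1 and Alexa647 anti-CD8 signals after 1% paraformaldehyde fixation; Timing: binding step 1.5 h, 37 °C, antibody labelling 20 min, ice.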
# Hep lipid drop: modulators of hepatic lipid droplet formation | AML12 mouse hepatocytes, oleate lipid droplets, BODIPY imaging | inhibition, % at 6.5 µM | actives 0.4% (n = 240,000) | AID 1656;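 active = lipid droplet intensity inhibited by at least 50%, with more than 500 cells counted; inconclusive = wells with under 300 cells, treated as cytotoxic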
#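 Material – mouse AML12 hepatocyte cell line, fixed after treatment · Compound dosing – one dose, 6.5 µM compound · Times – compound with oleate, overnight · Measured by – Image-based BODIPY and DAPI two-channel analysis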
# b-catenin transl: alters nuclear translocation of beta-catenin in HeLa cells; immunofluorescence imaging; nuclear translocation activity, % at 5 µM; actives 0.3% (n = 190,000); AID 1665;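 active = nuclear translocation activity above 50% at 5 µM, with a well cell count of 50 or more; inconclusive = wells under 50 cells across six images, flagged as toxic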;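 also: per-cell ratio of nuclear to cytoplasmic median beta-catenin stain intensity; plate controls were DMSO negative control for no effect and GSK-3 inhibitor IX positive control for full effect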
#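 Test system: human HeLa cell line; Doses: 5 µM primary, 0.02–20 µM confirmation; Incubation: 24 h compound exposure, 37°C; Detection: beta-catenin immunofluorescence imaging with DAPI; Read-out: beta-catenin nuclear/cytoplasmic ratio, % activation.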
# MT stabilize HCS: microtubule stabilizers in HeLa cells; HeLa tubulin immunostaining HCS, 24 h; share of cells brighter than vehicle mean+2SD; % tubulin-high responders, % at 10 µM; actives 0.83% (n = 200,000); AID 2205;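 active = plate Z-score above 3 for both tubulin-high and condensed-nucleus cell shares, with cell loss under 80%, at 10 µM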;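 also: anti alpha tubulin signal scored within the nucleus-defined area of each cell; some results filed as inactive read as strong as hits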
# Dynein cargo inh cytoplasmic EGFP: recorded beside Dynein cargo inh, whose call it bears; z-score; measured here: cytoplasmic GR-EGFP intensity; hits give high values
# Dynein cargo inh nuclear GR-EGFP: further read-out of Dynein cargo inh, marked with its call; z-score; measured here: nuclear GR-EGFP intensity;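 lower value marks the stronger effect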
# Dynein cargo inh cell count: further read-out of Dynein cargo inh, marked with its call; z-score; measured here: cell count per field
# Ins promoter up cell count: further read-out of Ins promoter up, marked with its call; cell count; measured here: cytotoxicity, nuclei count;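 total cells summed across four imaged fields per well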
# Hep lipid drop cells 6.5 µM: second read-out of Hep lipid drop, no call of its own (marks repeat the call); cell count; measured here: cell count, cytotoxicity flag;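 cells counted across two imaged fields per well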
# b-catenin transl cell count 5 µM: further read-out of b-catenin transl, marked with its call; cell count; measured here: cell count, cytotoxicity flag
# T cell modulator vesicle-bound %: also measured in T cell modulator; calls as there; double positive events, %; measured here: CD8+ vesicle-bound cell fraction;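 binding gate set so that unloaded-vesicle control wells show 10% double positive cells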
# MT stabilize HCS Hoechst-high %: recorded beside MT stabilize HCS, whose call it bears; % Hoechst-high responders; measured here: nuclear condensation Hoechst responders;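 share of cells brighter than vehicle mean plus two SD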
# MT stabilize HCS cytotoxicity %: recorded beside MT stabilize HCS, whose call it bears; toxicity, %; measured here: cytotoxicity by cell density;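 0% = mean cell density of plate MIN control wells and 100% = no cells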
# Myeloid diff MLP GFP+ MAC1+ %: also measured in Myeloid diff MLP; calls as there; GFP+ MAC1+ double positive, %; measured here: differentiation confirmed by MAC1 staining
# Starred values were filed as active, the others as inactive; i = inactive; ? = inconclusive; / = not tested or not shown.
SMILES	MT stabilize HCS	Hep lipid drop cells 6.5 µM	b-catenin transl cell count 5 µM	T cell modulator vesicle-bound %	Dynein cargo inh cytoplasmic EGFP	Ins promoter up cell count	MT stabilize HCS Hoechst-high %	Ins promoter up	Dynein cargo inh cell count	Hep lipid drop	Myeloid diff MLP GFP+ MAC1+ %	Myeloid diff MLP	Dynein cargo inh	TNAP activators	T cell modulator	Dynein cargo inh nuclear GR-EGFP	b-catenin transl	MT stabilize HCS cytotoxicity %	human PMI inhibition
Cc1cccc(NC(=S)NC(C)C(c2ccccc2)N2CCN(C)CC2)c1C (stereo not drawn)	1.6	667	1145	48.8	-0.252	1152	1.5	-1.28	0.968	-10.0	0.3	i	-0.913	1	i	-0.471	1.5	5.2	-12.5%
C=C(CCC(=O)c1ccccc1)C(=O)c1ccccc1	6.1	616	1018	32.2	1.26*	/	2.3	/	-1.75*	-10.7	/	?	-3.78*	1	i	-2.06*	0.6	3.4	9.7%
O=C(Nc1cnn(Cc2ccc(F)cc2)c1)c1cnccn1	2.4	660	1048	35.1	-0.225	1276	2.7	0.45	1.26	-2.8	0.8	i	-0.795	1.1	i	-0.457	-0.7	7.8	14.2%
NC(=O)CCNC(=O)c1ccc(Cl)cc1	1.0	766	1204	24.1	-0.0697	/	0.8	/	-1.68	-4.2	1.3	i	0.273	1.1	i	0.402	-9.7	4.9	5.7%
Cc1ccc(Oc2nc(CN3CCOCC3)nc3sc4c(c23)CCC(C)C4)cc1C (stereo not drawn)	2.6	614	890	9.9	-0.264	1181	3.7	-0.76	-0.407	7.1	0.6	i	0.617	1.3	i	-0.0343	-0.6	7.7	5.2%
COc1ccc(C2=NN(C(=O)CCC(=O)O)C(c3cccs3)C2)cc1OC (stereo not drawn)	2.4	734	1010	54.7	-0.297	1435	0.6	-0.27	1.11	5.4	0.3	i	-0.215	1.1	i	0.17	0.3	4.5	5.1%
Cc1ccc(S(=O)(=O)N2CCN(S(=O)(=O)c3ccc4c(c3)OCCO4)CC2)cc1	2.6	/	841	26.9	-0.0631	1262	1.9	1.25	-1.45	/	0.6	i	0.753	1.1	i	0.748	-4.8	8.5	-5.0%
Cc1ccc2nc(NC(=O)C3CCCN3C(=O)OC(C)(C)C)sc2c1 (stereo not drawn)	2.1	670	1114	45.5	-0.177	1276	3.0	-0.52	-0.595	2.0	0.2	i	-0.773	1	i	-0.547	-2.5	6.5	4.9%
O=C(C1=C[C@@H](c2ccc(Br)cc2)C[C@@H](OCCCCO)O1)N1CCN(Cc2ccc3c(c2)OCO3)CC1	1.1	743	1045	/	-0.302	1484	1.1	0.21	-0.17	-16.0	2.5	i	1.84	1.1	/	1.24	1.2	5.3	7.2%
COc1ccccc1CN1CCCC(C(=O)N2CCCCC2)C1 (stereo not drawn)	/	724	1316	45.8	-0.218	1090	/	0	-0.454	6.3	0.3	i	0.471	/	i	0.234	-1.1	/	/
CCOC(=O)c1[nH]c(COC(=O)CCCOc2ccccc2)c(C(=O)OCC)c1C	/	/	673	7.4	/	1112	/	0.09	/	/	/	/	/	1.1	i	/	3.0	/	6.4%
CCCO/N=C1/C(=O)N(c2ccccc2)c2ccccc21	4.6	679	1046	51.9	-0.0384	1162	3.5	0.86	0.13	-3.5	0.1	i	-0.156	1	i	0.313	3.0	6.8	8.5%
NC(=O)NCCC1=CCCCC1	0.8	753	910	59.2	0.854	886	0.9	-0.07	-0.905	0.9	0.8	i	0.269	1	i	0.663	0.8	2.1	0.2%
O=C(O)C1C2CC2CN1C(=O)c1ccc(Cl)cc1Cl (stereo not drawn)	2.3	691	1493	21.3	-0.129	/	1.0	/	0.399	2.5	0.3	i	-0.723	0.9	i	-0.105	0.4	3.8	-8.0%
COc1cccc(CC(=O)Nc2ccccc2C(=O)N2CCOCC2)c1	3.9	750	566	3.7	-0.337	1384	1.9	0.8	0.897	15.6	0.4	i	-0.657	1.1	i	-0.731	-3.3	7.1	-3.6%
COc1cc(NC(=S)NCCCN(C)C)c(OC)cc1NC(=O)c1ccco1	/	678	1356	37.2	-0.133	1020	/	-0.55	-0.454	17.0	0.6	i	0.824	/	i	1.01	1.9	/	/
O=S(=O)(Nc1ccc(-n2cnnn2)cc1)c1ccc(F)c(F)c1F	/	758	1292	26.8	-0.171	1019	/	0.03	-0.302	-13.4	0.6	i	-0.696	/	i	-0.332	1.2	/	/
CCOC(=O)C1=C(C)NC(=O)NC1c1ccc(N(C)C)cc1 (stereo not drawn)	1.8	657	1094	/	-0.0904	1841	3.3	1.5	-0.857	11.8	1.9	i	2.12	1.1	/	1.46	-0.9	6.4	14.1%
CC(C)N(CC#CCC(O)(c1ccccc1)c1ccccc1)C(C)C	2.7	640	515	3.1	-0.187	1398	2.7	0.32	0.382	-3.0	5.4	i	-0.0771	1.1	i	-0.252	-2.1	1.7	1.1%
CCNc1nc(NCC)n2c(SC(C(=O)Nc3cc(C)ccc3OC)c3ccccc3)nnc2n1 (stereo not drawn)	1.8	623	894	47.7	-0.0623	1244	3.4	-0.71	-1.13	-5.8	0.4	i	0.0445	1.1	i	0.762	0.9	12.2	15.4%
Cn1ccs/c1=N\S(=O)(=O)c1ccc(C(C)(C)C)cc1	2.3	761	1221	26.2	0.151	833	1.1	-0.37	-0.939	12.6	0.9	i	1.34	1.1	i	1.22	-5.2	9.4	4.5%
COCCNC(=O)COc1ccc(Oc2ccccc2)cc1	3.6	/	1289	42.9	-0.152	1589	2.4	-0.86	-0.699	/	1.1	i	-0.037	1	i	-0.461	-0.6	0.5	-20.0%
CC1(C(O)(C#CC[N+]2(C)CCCCC2)c2ccccc2)CCCC1 (stereo not drawn)	1.8	666	1521	41.4	-0.346	/	1.4	/	1.2	-9.4	0.3	i	-1.09	1.1	i	-0.691	-0.4	9.6	/
OCc1ccccc1CNCc1ccccc1	3.8	/	1125	18.3	-0.351	1045	2.8	0.03	0.121	/	1.5	i	-0.556	0.9	i	-0.0491	0.6	7.8	-8.4%
O=C(OCC(=O)N1CCN(c2ccccc2)CC1)c1ccc2ncsc2c1	4.9	/	1163	50.5	-0.279	1076	3.6	0.18	-0.836	/	1.2	i	0.192	1.1	i	0.377	-1.5	2.9	15.9%
Cc1ccc(C)c(-n2nnnc2Sc2nc([N+](=O)[O-])nn2C)c1	4.7	/	593	42.2	-0.184	1025	2.5	0.98	-0.168	/	0.7	i	-0.714	1.1	i	0.433	-2.9	2.2	18.3%
C(=N\Nc1nc(-c2ccccn2)nc2ccccc12)/c1ccccc1	/	721	909	45.5	-0.271	511	/	-3.55	-0.418	-4.9	/	/	1.02	/	i	0.254	2.7	/	/
C[C@H](NC(=O)CCCn1nnc2ccccc2c1=O)C(=O)O	/	666	1242	17.1	-0.277	1052	/	-0.12	0.174	-7.1	0.4	i	0.599	/	i	0.176	1.6	/	/
CC1=C(C(=O)OC(C)C)C(C2CC=CCC2)NC(=O)N1 (stereo not drawn)	2.2	639	1019	29.1	-0.252	1266	5.6	0.75	0.669	-17.5	8.6	i	-0.588	1	i	-0.146	0.0	11.6	18.6%
O=C(c1cccs1)N1CCN(CCCc2ccccc2)CC1	1.7	792	/	1.2	-0.312	959	1.8	0.07	-0.324	12.6	1.4	i	-0.151	1.2	i	-0.0195	/	9.3	5.8%
CCOc1ccc(/C=C/C2=NNC(=O)CC2)cc1	5.7	700	1046	40.0	-0.23	1477	1.8	-0.73	0.179	3.0	0.1	i	-0.595	1.1	i	-0.303	3.0	10.2	7.5%
CCC(CC)C(=O)c1c[nH]c(C(=O)N2CCN(c3ccc(OC)cc3)CC2)c1	3.0	709	1163	33.3	-0.348	1260	2.4	-0.93	1.3	-13.7	0.3	i	-0.811	1	i	-0.129	-0.6	3.5	0.6%
COc1ccc(C(=O)COC(=O)CNC(=O)c2cccc(OC(F)F)c2)cc1	4.0	687	1034	53.5	-0.337	1128	2.6	-0.11	-0.247	-1.3	0.2	i	0.107	1.1	i	0.508	-2.1	26.9	-6.5%
Cc1ccc(Sc2nc(-c3ccccc3)ccc2C#N)cc1	1.9	/	1380	30.5	1.11	1481	1.8	-0.23	0.589	/	1.1	i	-0.586	1.1	i	0.667	-0.5	8.7	-1.3%
CCC(C)(C)n1nnnc1C(C(C)C)N1CCSCC1 (stereo not drawn)	2.0	/	/	35.8	-0.255	717	1.0	-0.25	-0.24	/	1.2	i	1.23	1.1	i	0.53	/	5.1	-2.3%
